Source: PubChem BioAssay
FBW7 act – human FBW7 E3 ligase activation, primary screen. Q969H0. AlphaScreen FBW7–phospho-cyclin E peptide binding, activator screen. normalized activity (activation), % at 26.1 µM. 650,000 tested, 0.13% active. AID 1259310; in the data active means normalized activity above about 1.9%;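 further: purified mutant Fbw7 with reduced substrate affinity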
Target sequence (Q969H0 whole entry, looked up): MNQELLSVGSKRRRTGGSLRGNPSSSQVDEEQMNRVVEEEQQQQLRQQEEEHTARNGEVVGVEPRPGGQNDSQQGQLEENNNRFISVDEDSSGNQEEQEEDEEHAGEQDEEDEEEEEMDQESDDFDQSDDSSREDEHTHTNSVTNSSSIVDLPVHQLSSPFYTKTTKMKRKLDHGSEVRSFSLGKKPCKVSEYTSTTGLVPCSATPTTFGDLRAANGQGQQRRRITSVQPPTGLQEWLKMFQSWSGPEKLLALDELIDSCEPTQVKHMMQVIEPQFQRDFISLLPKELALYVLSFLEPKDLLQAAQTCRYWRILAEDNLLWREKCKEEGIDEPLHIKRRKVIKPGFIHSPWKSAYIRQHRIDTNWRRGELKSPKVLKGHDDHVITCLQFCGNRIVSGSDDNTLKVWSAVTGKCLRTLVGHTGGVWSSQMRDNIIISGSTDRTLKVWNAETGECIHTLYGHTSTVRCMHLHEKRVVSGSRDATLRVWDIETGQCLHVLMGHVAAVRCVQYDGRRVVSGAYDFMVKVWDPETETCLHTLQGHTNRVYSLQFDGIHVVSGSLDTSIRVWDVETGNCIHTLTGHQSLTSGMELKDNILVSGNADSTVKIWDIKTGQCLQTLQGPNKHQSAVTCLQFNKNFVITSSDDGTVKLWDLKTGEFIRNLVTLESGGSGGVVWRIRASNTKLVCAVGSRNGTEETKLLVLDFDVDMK
TEAD-YAP inh – TEAD-YAP interaction inhibition. HEK-TIYL cells, TEAD-Gal4/YAP UAS-luciferase luminescence. inhibition, % at 9.12 µM. 640,000 tested, 1.4% active. AID 1259422; in the data active means inhibition above about 32%;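 further: 0% = median of test compound wells and 100% = reference inhibitor wells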
GPR151 activ – activates the human receptor GPR151; activation, % at 11.2 µM; PathHunter beta-arrestin GPR151 cells, luminescence; Q8TDV0; 650,000 tested, 1% active; in the data active means activation above about 4.9%;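 further: 0% = median of compound wells and 100% = cells with positive control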
MITF inh – human MITF inhibition, primary screen | AlphaScreen MITF homodimerization, bead proximity signal | inhibition, % at 2.6 µM | 650,000 tested, 0.91% active; in the data active means inhibition above about 50%;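 further: 0% = vehicle wells with protein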
* hit, by the source's call.

SMILES,FBW7 act,TEAD-YAP inh,GPR151 activ,MITF inh
CCOc1cc(C2C3CN(C)CC=C3C(C#N)=C(N)C2(C#N)C#N)ccc1OC(C)C (centres undefined),0.1,6.0,-0.1,2.0
O=[N+]([O-])c1cc(-c2ncnn2-c2cccc(Br)c2)ccc1Cl,0.1,5.2,0.5,5.7
CC1(C(=O)N2CCOCC2)CCCCC1,1.5,9.6,-0.2,11.3
Cc1[nH]c2c(C(=O)N3CCC4(CC3)CC4C(=O)NCCn3ccnc3)cccc2c1C (centres undefined),0.0,-0.9,2.6,21.9
CC(C)OC(=O)CSc1nc2c(c(C3CC=CCC3)c1C#N)CCC2 (centres undefined),-0.1,-11.3,1.3,-3.5
CCOc1ccc(C2C(C#N)=C(N)Oc3n[nH]c(-c4cccs4)c32)cc1OCC (centres undefined),-0.5,22.4,-0.3,10.8
CCOc1cccc(/C=C2\SC(=S)N(CC)C2=O)c1O,-0.1,-7.1,-0.3,-5.5
Cc1sc2nc(C3CC3)n(C3CCN(C(=O)C4CCCC4)CC3)c(=O)c2c1C,-0.1,-5.6,0.0,-8.8
Cc1ccc(C)c(N(CC(=O)NCc2cccnc2)S(=O)(=O)c2ccccc2)c1,0.3,10.2,-0.9,12.4
COc1ccc(OCc2cc(C(=O)NCc3ccccc3OC)no2)c(Cl)c1,0.2,4.6,-2.5,10.2
Cc1ccc(C2=NS(=O)(=O)N(C)C(C(=O)N(C)C3CCCCC3)=C2)cc1,-0.2,-0.1,-2.0,5.9
COCCCNC(=O)/C=C/c1ccc(C(C)C)cc1,0.0,-15.3,-0.2,-11.4

SMILES,FBW7 act,TEAD-YAP inh,GPR151 activ,MITF inh
Cc1cc(Nc2ccccc2)nc(Nc2nc3ccccc3n2C)n1,0.0,0.0,0.5,1.5
CCOC(=O)N1CCN(c2cc3nccnc3cc2F)CC1,0.0,6.9,2.1,5.3
CCc1ccc(NS(=O)(=O)c2ccccc2[N+](=O)[O-])cc1,0.1,-2.8,0.6,9.5
Oc1ccc(CN2CCc3nnc(C4CCCO4)n3CC2)cc1Cl (centres undefined),-0.1,-5.0,3.6,7.6
CCOC(=O)c1cc(C#N)c(SC)[nH]c1=O,-0.1,5.1,1.2,-8.3
Cc1c(C(=O)NCCCN2CCCC2=O)oc2ccc(S(=O)(=O)N3CCCCC3)cc12,1.1,-5.5,-0.4,12.0
CCOC(=O)c1c(NC(=O)C2C3C=CC(C3)C2(C)C(=O)O)sc2c1CCCC2 (centres undefined),-1.4,39.8*,1.9,60.0*
O=[N+]([O-])c1ccc(/C=N/N2CCN(Cc3ccc(Cl)cc3)CC2)cc1,-0.1,-1.3,-0.2,2.3
COc1ccc(N(C(=O)c2cccc(C)c2)S(=O)(=O)c2ccc(Cl)cc2)cc1,0.0,12.5,-1.0,7.4
COc1ccccc1NC(=O)C1=C(C)NC(=O)NC1c1ccc(O)cc1 (centres undefined),0.0,-1.4,1.8,-2.0
CC(C)CN(c1ccccc1)S(=O)(=O)c1nnc(NC(=O)C(C)C)s1,-0.2,-6.3,0.2,-12.0
Cc1cccc(NC(=O)c2c(N)sc3c2CCC(C(C)(C)C)C3)c1 (centres undefined),0.6,28.6,1.1,7.9

SMILES,FBW7 act,TEAD-YAP inh,GPR151 activ,MITF inh
CCOC(=O)C(Cc1ccc(F)cc1)SC#N (centres undefined),-0.2,15.3,0.5,4.3
Cc1ccc2[nH]c(=O)c3cc(C(=O)N(C)CCC#N)sc3c2c1,-0.1,-15.3,0.2,-11.2
COc1ccc(Cl)cc1NC(=O)CN(c1cc(C)ccc1C)S(C)(=O)=O,0.2,9.5,-1.1,5.1
COc1cc(OC)cc(C(=O)Nc2cccc(C#N)c2)c1,0.8,-9.2,-1.1,11.3
O=c1c2cnn(CCO)c2ncn1Cc1ccccc1F,0.5,6.9,0.2,13.0
CC1CCCC(NC(=O)c2ccc3c(c2)N(Cc2cccc(Cl)c2)C(=O)CS3)C1C (centres undefined),0.1,4.4,-0.1,-13.6
COc1cccc(/C=N/NC(=O)C(=O)N2CCCC2)c1,0.1,8.5,-0.8,12.8
N#CCCn1cc(/C=N/NC(N)=S)c(-c2ccc(Cl)cc2)n1,0.2,1.0,-1.6,8.4
CCCCOC(=O)c1ccc2c(c1)C(=O)N(C1CCCCC1)C2=O,0.0,-2.1,0.7,5.4
O=C(Nc1cc(C(=O)N2CCc3ccccc3C2)ccc1N1CC2CC(C1)c1cccc(=O)n1C2)c1cc2ccccc2oc1=O (centres undefined),0.0,-11.0,-1.5,-5.9
Cc1ccc(-c2n[nH]c(CNC(=O)N3CCOCC3)n2)cc1,0.0,-2.0,0.4,-8.1
N#Cc1ccc(NC(=O)COC(=O)c2ccc(-c3ccccc3)cc2)cc1,0.4,14.8,-0.1,1.7

SMILES,FBW7 act,TEAD-YAP inh,GPR151 activ,MITF inh
O=C1OCCC1Sc1nnc(Cc2cccs2)n1C1CCCCC1 (centres undefined),0.1,-5.2,-0.3,14.5
O=C(/C=C/c1ccccc1)NNC(=O)c1cccnc1,0.0,2.5,0.9,-7.3
C=CCN(CC=C)Cn1[nH]c(-c2cccs2)nc1=S,0.1,-6.9,0.1,4.6
Cc1ncc(CO)c(CNc2ccc(F)c(Cl)c2)c1O,0.1,1.2,0.8,9.1
COc1ccc(C(=O)NCc2cccnc2)cc1,-0.2,2.1,0.0,-3.1
CCOc1cccc(C2C3=C(CCCC3=O)N(C)C3=C2C(=O)CCC3)c1,0.1,4.5,0.7,2.4
CCOc1cc(/C=C2\C(=O)ON=C2C)cc(Br)c1OCC,0.0,5.2,0.5,24.3
Cc1ccc(OCC(=O)Nc2ccc(N3CCN(S(C)(=O)=O)CC3)cc2)cc1C,0.0,1.3,0.7,6.8
COc1ccccc1NC(=O)C1=C(C)Nc2nc(CCCO)nn2C1c1cccc(O)c1 (centres undefined),0.0,-0.8,0.0,-0.9
COc1ccc(C2CC(c3ccccc3)=Nc3ccccc3S2)cc1 (centres undefined),-0.2,-6.8,0.3,6.8
CCCn1c(=O)c(C(=O)NCCc2ccccc2)c(O)c2ccccc21,0.0,-12.4,-0.4,5.4
C/C(=N/NC(=O)CNc1ccc(I)cc1C)c1ccc(F)cc1,0.0,3.4,0.2,-16.0

SMILES,FBW7 act,TEAD-YAP inh,GPR151 activ,MITF inh
O=C(CN1C(=O)c2ccc([N+](=O)[O-])cc2C1=O)Nc1c(F)cccc1F,-0.1,3.8,0.7,2.8
CC1(C)Cc2cccc(OCC(=O)Nc3ccccc3C#N)c2O1,0.0,-3.3,0.4,10.0
Cc1cc(C)nc(NC(=O)c2ccc(Cl)cc2[N+](=O)[O-])c1,0.3,15.2,-0.5,14.7
CCOc1ccc2c(c1)-c1c(ssc1=S)C(C)(C)N2C(=O)CSC#N,-0.8,-6.9,1.5,12.5
COc1ccc(C(=O)N2CCN(c3ccccc3F)CC2)c(OC)c1,0.0,-5.3,-1.8,-4.5
COCCCNC(=O)CCCOc1ccccc1,0.1,-10.4,3.5,-0.4
C/C(CN1C(=O)c2ccccc2C1=O)=N/Nc1ccc([N+](=O)[O-])cc1[N+](=O)[O-],0.0,10.3,-1.0,13.5
COC(=O)c1ccn(C2CC(=O)C3OCC2O3)n1 (centres undefined),-0.1,-1.2,0.5,-7.7
CC(c1ccccc1)c1nc2cnccn2c1NC(C)(C)C (centres undefined),0.2,4.1,0.3,-4.5
COc1cc(C(=O)NC(c2ccccc2)c2cc(Cl)c3cccnc3c2O)cc(OC)c1OC (centres undefined),0.3,13.8,-0.9,8.4
CC(=O)c1ccc(NC(=O)C2C3CC/C=C\CCC32)cc1 (centres undefined),0.2,-70.6,0.6,17.9
CC1CC(C)CN(C(=O)CCNS(=O)(=O)c2cccs2)C1 (centres undefined),0.0,-7.9,-0.5,2.0

Of the compounds above, these contain two or more sulfur atoms:
SMILES,FBW7 act,TEAD-YAP inh,GPR151 activ,MITF inh
CCOc1cccc(/C=C2\SC(=S)N(CC)C2=O)c1O,-0.1,-7.1,-0.3,-5.5
CC(C)CN(c1ccccc1)S(=O)(=O)c1nnc(NC(=O)C(C)C)s1,-0.2,-6.3,0.2,-12.0
O=C1OCCC1Sc1nnc(Cc2cccs2)n1C1CCCCC1 (centres undefined),0.1,-5.2,-0.3,14.5
C=CCN(CC=C)Cn1[nH]c(-c2cccs2)nc1=S,0.1,-6.9,0.1,4.6
CCOc1ccc2c(c1)-c1c(ssc1=S)C(C)(C)N2C(=O)CSC#N,-0.8,-6.9,1.5,12.5
CC1CC(C)CN(C(=O)CCNS(=O)(=O)c2cccs2)C1 (centres undefined),0.0,-7.9,-0.5,2.0

A section from the list above:
SMILES,FBW7 act,TEAD-YAP inh,GPR151 activ,MITF inh
COc1ccc(C(=O)N2CCN(c3ccccc3F)CC2)c(OC)c1,0.0,-5.3,-1.8,-4.5
COCCCNC(=O)CCCOc1ccccc1,0.1,-10.4,3.5,-0.4

Next records:
SMILES,FBW7 act,TEAD-YAP inh,GPR151 activ,MITF inh
COc1ccc(CCNc2nc(-c3ccc(OC)nc3)ncc2C)cc1,-0.1,41.4*,-1.7,3.5
Cc1ccc(Nc2nnc(SCC(=O)NCc3ccc(C(=O)O)cc3)s2)c(C)c1,0.0,3.5,-1.5,4.2
COc1ccc2oc(C(F)F)cc(=O)c2c1,0.0,2.1,2.1,-0.5
FC(F)(F)c1cc(Cn2c3ccccc3c3nc4ccccc4nc32)cc(C(F)(F)F)c1,2.4*,4.3,-0.6,-3.0
CCOc1cc(C2CC(=O)NC(SCC(N)=O)=C2C#N)ccc1O (centres undefined),-0.4,-0.3,0.4,14.3
COc1ccc(NC(=O)C2C3C=CC4(O3)C2C(=O)N(C2CCC(C)CC2)C4C(=O)NC2CCCC(C)C2C)cc1 (centres undefined),0.1,11.3,-1.8,5.5
CC(=O)NC(CC(C)C)c1nnc2n1CCN(Cc1ccc(N3CCCC3)cc1)CC2 (centres undefined),-0.1,2.3,0.5,-3.0
Cn1c(Nn2cnnc2)nc2ccccc21,-0.4,-12.2,0.1,-9.7
O=C(Nc1cc2cccc([N+](=O)[O-])c2oc1=O)c1ccc([N+](=O)[O-])cc1,0.0,4.6,3.4,12.4
OCCn1c(-c2ccc(Br)cc2)nc(=S)c2c1CCCC2,0.5,-6.7,4.4,6.5
O=C(O)C12C3C4C1C1C2C3C41C(=O)O (centres undefined),-0.1,8.2,1.4,0.8
Cc1nonc1NC(=O)c1ccccc1,0.1,4.7,-0.4,9.6

SMILES,FBW7 act,TEAD-YAP inh,GPR151 activ,MITF inh
Cc1csc2nc(CSc3ccc(Cl)cc3)c(Br)n12,0.4,-15.6,-0.8,4.1
COC(=O)c1ccc(C(=O)OC)c(NC(=O)c2c(C)c(-c3ccc(Cl)cc3)nc3ccccc23)c1,0.1,-1.1,-0.1,29.8
Cc1nnc(C)c2c(C)n(-c3ccc(I)cc3)c(C)c12,0.1,2.8,-1.4,12.8
CCc1ccc(NC(=O)CN2CCN(CC)C(=O)C2=O)cc1,-0.2,5.0,-0.7,-0.1
CCOC(=O)c1ccccc1NC(=O)CN(c1ccc(C)cc1)S(=O)(=O)c1ccc(OC)cc1,0.0,-3.0,-1.0,10.3
CC1(O)CCC2CC1C(c1ccccc1)OC2(C)C (centres undefined),0.3,-2.8,-0.6,11.6
O=C(COc1ccc(Cl)cc1Cl)N(Cc1ccccc1F)C1CCS(=O)(=O)C1 (centres undefined),-0.1,-1.2,2.1,-4.2
COC(=O)c1ccc2c(=O)n(CCN3CCOCC3)c(SCC(=O)Nc3ccc(OC)cc3OC)nc2c1,0.0,-2.6,-1.4,5.3
NC(=O)c1c(NC(=O)c2ccc(S(=O)(=O)N3CCc4ccccc4C3)cc2)sc2c1CCCCC2,-0.2,-2.9,0.7,3.2
CCOCCCNC(=O)c1cc(=O)[nH]c2ccc(S(=O)(=O)N3CCCCCC3)cc12,0.1,7.4,-0.5,4.9
Cc1[nH]c2ccccc2c1C(c1ccncc1)N1CCOCC1 (centres undefined),-0.1,2.2,0.4,18.3
C/C(=N\NC(=O)c1cc(Br)ccc1O)c1ccc(O)cc1O,-0.4,-5.4,-1.8,-3.8

SMILES,FBW7 act,TEAD-YAP inh,GPR151 activ,MITF inh
COc1ccc(C(=O)Nc2ccc(Cl)cc2C(=O)NCc2ccco2)cc1OC,0.0,-12.1,-0.4,2.6
CN1CCN(c2cc(-c3cccc(C(F)(F)F)c3)nc(-c3ccncc3)n2)CC1,-0.1,4.1,-0.6,-8.6
Nc1c(Cl)cc(Cl)cc1C(=O)OCC(=O)NC(=O)NC1CCCC1,-0.1,-2.0,0.8,-2.6
O=C(CSc1ccsc1[N+](=O)[O-])N1CCCC1,0.0,-3.5,1.5,5.6
O=S(=O)(Nc1ccc(-c2cn3c(n2)SCC3)cc1)c1cccs1,-0.5,-18.5,-1.2,-7.4
CCc1ccc(Nc2nnc(SC(C)C#N)s2)cc1 (centres undefined),0.1,-21.8,-0.4,12.5
CC(C)C(NC(=O)/C=C/c1cccc([N+](=O)[O-])c1)C(C)C,0.0,-8.4,0.8,-0.3
O=C(Nc1ccccc1N1CCOCC1)c1cc([N+](=O)[O-])ccc1Cl,-0.1,13.1,0.7,2.4
Cc1ccc2cc(S(=O)(=O)NC3CC(C)(C)NC(C)(C)C3)ccc2c1,-0.1,8.6,0.8,-2.0
CCCOc1ccc(C(=O)NC(=S)Nc2nc3ccccc3s2)cc1,0.0,-3.5,-0.1,4.4
C(#CC1(N2CCOCC2)CCCC1)c1ccccc1,-0.1,6.4,-1.1,12.4
